Source: PubChem BioAssay (several laboratories)
KOR beta-arrestin-1: KOR agonists, beta-arrestin recruitment, primary screen, cell-based, luminescence, uHTS (AID 1777). KOR beta-arrestin recruitment, luminescence; higher % means a stronger effect. one-dose activation, % at 10 µM; EC50 in µM for titrated hits. 280,000 compounds, 0.02% hits; in the data active = activation above about 50%, passing the limit was not always enough; also: a part of the inactive calls stands beside numbers as strong as those of hits
GPR35 arrestin U2OS: GPR35 antagonists blocking zaprinast-driven arrestin recruitment, primary screen, imaging, U2OS, beta-arrestin-GFP, zaprinast agonist (AID 2058); inhibition, % at 10 µM, or IC50 in µM where a hit was titrated; U2OS GPR35 beta-arrestin-GFP translocation imaging, zaprinast antagonism; higher % means a stronger effect; 290,000 compounds, 0.052% hits;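 active = inhibition of at least 50% with at least 30 cells and total cytoplasm GFP at most 10,000,000; inconclusive = under 30 cells or total GFP of 10,000,000 plus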
NOD1 inhibition: inhibition of NOD1-driven NF-kB reporter – cell-based, luminescence, uHTS, primary screen (AID 1578). NOD1-driven NF-kB luciferase reporter cells, luminescence; higher % means a stronger effect. inhibition, % at 4 µM; hits with a dose series show EC50 in µM. 290,000 compounds, 1% hits; in the data active = inhibition mostly above about 36%, no sharp cut-off; inactive = mostly below about 34%;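 also: HEK-293T reporter cells stimulated with the NOD1 agonist gamma-tri-DAP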
HIV peptide binding: inhibitors of HIV fusion peptide binding, primary screen, biochemical, uHTS, fluorescence dequenching (AID 1986) | one-dose inhibition, % at 20 µM; IC50 in µM for titrated hits | 290,000 compounds, 0.3% hits | cell-free peptide binding, fluorescence dequenching, 30 min; higher % means a stronger effect; in the data active = inhibition mostly above about 52%, no sharp cut-off; inactive = mostly below about 76%; also: some results filed as inactive read as strong as hits
KOR beta-arrestin-2: KOR antagonists, beta-arrestin recruitment, cell-based, luminescence, uHTS (AID 1778); KOR beta-arrestin recruitment, luminescence, antagonist mode; higher % means a stronger effect; inhibition, % at 10 µM, or IC50 in µM where a hit was titrated; 290,000 compounds, 0.091% hits; in the data active = inhibition above about 50%; also: strong numbers were not always called active
GPR55 beta-arrestin: GPR55 agonists via beta-arrestin recruitment, primary screen, imaging, U2OS cells, beta-arrestin-GFP redistribution (AID 1961); U2OS GPR55 beta-arrestin-GFP redistribution imaging; higher % means a stronger effect; activation, % at 10 µM, or EC50 in µM where a hit was titrated; 290,000 compounds, 0.048% hits;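 active = activation above 40% with more than 50 cells counted in the well; inconclusive = wells holding fewer than 50 cells, flagged as toxic or sparse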;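 also: U2OS osteosarcoma cells stably expressing GPR55 and beta-arrestin-GFP; plate controls were DMSO negative control for no effect and LPI positive control for full effect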
West Nile antiviral: inhibition of WNV-induced cytopathic effect – cell-based, CPE readout (AID 1621); West Nile virus-infected cells, CPE inhibition; higher % means a stronger effect; one-dose CPE inhibition, % at 10 µM; IC50 in µM for titrated hits; 290,000 compounds, 0.02% hits; in the data active = a potency from the dose series; inconclusive = CPE inhibition mostly from about 3.7% at the one dose, without a potency; inactive = the rest, 99 in 100 with CPE inhibition below about 2.2%; also: strong numbers were not always called active
GPR55 LPI antagonism: GPR55 antagonists blocking LPI-driven arrestin recruitment, primary screen, imaging, U2OS, beta-arrestin-GFP, LPI agonist (AID 2013). 290,000 compounds, 0.13% hits. one-dose inhibition, % at 10 µM; IC50 in µM for titrated hits. U2OS GPR55 beta-arrestin-GFP translocation imaging, LPI antagonism; higher % means a stronger effect;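 active = spots per cell inhibited over 60%, with over 100 cells counted and total cytoplasm intensity under 500,000; inconclusive = wells with under 100 cells, flagged as likely toxic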;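 also: U2OS cells stably carrying GPR55 and arrestin-GFP stimulated by 5 µM LPI near EC80; imaged beta-arrestin-GFP aggregate spots per cell after agonist stimulation; plate controls were LPI-stimulated DMSO wells for no effect and DMSO wells without LPI for full effect; some results filed as inactive read as strong as hits; confirmed hits need IC50 under 10 µM and bright autofluorescent wells are also inconclusive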
NS5 inhibitors: Dengue-2 NS5 methyltransferase inhibitors, primary screen, biochemical, confirmation dose response (AID 588689). Dengue-2 NS5 methyltransferase capping enzyme assay, biochemical; higher % means a stronger effect. 340,000 compounds, 0.3% hits. inhibition, % at 25 µM; hits with a dose series show IC50 in µM; in the data active = a potency from the dose series; inconclusive = inhibition above about 29% without an active follow-up result
NS5 inhibitors pilot replicate: recorded beside NS5 inhibitors, whose call it bears; inhibition, %; measured here: pilot screen replicate inhibition
* marks the source's active call; other numbers are inactive results; ? = inconclusive; . = no result given; [ ] = remark or other dose. An excerpt (hit frequency here may not be typical).

SMILES | KOR beta-arrestin-1 | GPR35 arrestin U2OS | NOD1 inhibition | HIV peptide binding | KOR beta-arrestin-2 | GPR55 beta-arrestin | West Nile antiviral | GPR55 LPI antagonism | NS5 inhibitors | others
CN(C)Cc1c(O)ccc2c(=O)c(-c3ccc(Cl)cc3)coc12 | 6.8% | 13% | 16% | -0.2% | -9% | -0.2% | -0.1% | 9% | -5% | NS5 inhibitors pilot replicate=-2.4
CC(Oc1ccc(Cl)cc1Cl)c1nc(-c2ccc(NC(=O)c3ccncc3)cc2)no1 (centres undefined) | 3.0% | 4% | 42%* | 1.7% | -22% | -0.3% | ? | 1% | -2%
Cc1cccc(N2CCCn3c2nc2c3c(=O)n(CCN3CCOCC3)c(=O)n2C)c1 | 7.7% | -14% | 18% | 1.9% | -4% | 0.5% | -0.8% | 11% | -3%
CCc1ccc(-n2c(SCc3c(C)noc3C)nnc2-c2ccncc2)cc1 | 0.3% | -2% | -25% | -1.3% | -13% | 0.0% | -0.6% | -11% | -7%
O=C(c1sc2cc([N+](=O)[O-])ccc2c1Cl)N1CCOCC1 | 0.9% | 14% | 10% | -0.1% | 14% | 1.3% | -0.6% | 6% | 11%
COc1ccc(C(=O)NC(=S)NC2CCSC2=O)cc1 (centres undefined) | 5.0% | -10% | -33% | 3.2% | -12% | 0.2% | 0.0% | 1% | 2%
Clc1ccc(OCc2cn3cccnc3n2)c2ncccc12 | 3.6% | -4% | -40% | -0.4% | -23% | -0.1% | -0.1% | -1% | -6%
O=C(NCc1ccccn1)C(=O)Nc1nc(C23CC4CC(CC(C4)C2)C3)cs1 | 2.8% | -12% | -21% | -1.5% | 11% | 0.3% | -0.9% | 1% | -4%
COc1cccc(-c2ccc(-c3noc(-c4cccs4)n3)c(OC)n2)c1 | -1.2% | 14% | -83% | -1.0% | -12% | 0.0% | 0.5% | -9% | 8%
CSc1nnc(-c2ccc(NC(N)=S)cc2)o1 | -6.9% | 17% | 4% | 0.0% | 3% | -0.1% | 0.3% | 8% | 0%
O=c1[nH]c(C2CCN(S(=O)(=O)c3ccc4c(c3)OCCO4)CC2)nc2c1nnn2Cc1cccc(F)c1 | -3.4% | 3% | -1% | 3.8% | 20% | 0.3% | -0.7% | 7% | 2%
CCOC(=O)CN1C(=O)C(O)=C(C(C)=O)C1c1ccc(F)cc1 (centres undefined) | 12% | 10% | 15% | 20% | 26% | -0.2% | 0.9% | 14% | .
O=C(CCNc1ccccc1)c1ccc2c(c1)OCO2 | -3.5% | 3% | -56% | 0.3% | 4% | 0.4% | -0.4% | -4% | -12%
CC(C)COC(=O)c1cc(=O)[nH]c2ccccc12 | -0.6% | 0% | -16% | 0.8% | -8% | 0.3% | 0.6% | 25% | 6%
CN(C(=O)CCc1nnc(-c2ccc(-c3ccccc3)cc2)o1)C1CCOCC1 | -0.1% | -2% | -13% | 2.7% | -6% | -0.2% | -1.2% | 12% | 6%
COCc1ccc(C(=O)N2CCCC(C(=O)c3cccc(C(F)(F)F)c3)C2)o1 (centres undefined) | -1.9% | 9% | -4% | 0.8% | -12% | -0.2% | -0.9% | -3% | 0%
CN(C)CCCNC(=O)/C=C/c1ccc(OCc2c(F)cccc2Cl)cc1 | 6.0% | 1% | -25% | -1.6% | -21% | 0.3% | 0.8% | 29% | -14%
Cc1[nH]c2ccccc2c1SCC(=O)N1CCCc2ccccc21 | -5.3% | 9% | -3% | 0.4% | -32% | -0.3% | 0.1% | 5% | -1%
Cn1c(/C(C#N)=C(\O)c2ccc(Cl)s2)nc2ccccc21 | 6.4% | -10% | 12% | -0.8% | -12% | -0.2% | 2.0% | 6% | 0%
CC(=O)Nc1ccc(S(=O)(=O)N(C)CC(=O)OC(C)C(=O)N(C)Cc2ccccc2)cc1 (centres undefined) | 4.1% | -4% | -19% | 2.5% | -3% | 0.3% | -0.5% | 4% | -3%
CCn1c(=O)c2cc(C(=O)N3CCOCC3)sc2c2ccccc21 | -5.0% | 8% | 1% | 2.5% | -14% | -0.1% | -0.3% | 3% | -3%
CC(C)(C)OC(=O)N1CCC(NC(=O)c2nc[nH]c2C(=O)NCC(=O)OCc2ccccc2)CC1 | -7.4% | -15% | -23% | -0.1% | -66%[20 µM] | 0.0% | 0.3% | -6% | -2%
COCCNC(=S)N/N=C(\C)c1cccc([N+](=O)[O-])c1 | 1.0% | 12% | -20% | 1.9% | -29% | 0.0% | -0.1% | 8% | 1%
CN(Cc1ccccc1)C(=O)c1[nH]cnc1C(=O)NCC(=O)OC(C)(C)C | -0.3% | 0% | -31% | 0.6% | -18%[20 µM] | -0.2% | ? | -9% | -8%
CC1CCN(CCOCCOc2ccc(Cl)cc2Br)CC1 | -2.3% | 15% | 35% | -0.1% | 16% | -0.2% | -1.5% | 27% | -6%
CC(=O)Nc1ccc(C(=O)NC(C)c2ccc(-n3ccnc3)cc2)cc1 (centres undefined) | -1.5% | -5% | 6% | -0.5% | 10% | -0.1% | -0.1% | -2% | -5%
Cc1cc(=O)oc2cc(OCC(=O)OCC(=O)Nc3ccc(C(C)C)cc3)ccc12 | -4.2% | 4% | -27% | -0.6% | 8% | -0.2% | 0.0% | 13% | 0%
Cn1c(Cn2cnc3ccccc32)nnc1SCc1ccccc1 | -3.5% | 15% | 14% | -3.0% | 17% | 0.1% | -0.2% | 18% | 2%
Cc1ccc(-n2c(C)nc3c(cnn3-c3ccc(C)c(C)c3)c2=O)cc1C | -4.4% | 2% | 0% | 0.2% | -13% | -0.2% | -0.1% | 22% | 3%
CCN1C(=O)/C(=C\N2CCN(c3cccc(Cl)c3)CC2)SC1=S | 5.4% | -3% | -4% | -1.6% | -7% | -0.2% | 0.1% | 16% | 5%
COc1cc(C)c(Br)cc1S(=O)(=O)NCCCN1CCOCC1 | 4.5% | -4% | -13% | 0.2% | -23% | -0.2% | -0.4% | 7% | 1%
COC(=O)C1=C(C(=O)OC)[C@@H]2N(Cc3ccccc3)c3ccccc3[C@@]23C[C@@H](C(=O)OC)N(C(=O)c2cccs2)C3=N1 | 3.2% | -9% | 6% | -1.7% | 9% | -0.1% | 0.2% | -7% | -7%
COC(=O)C1=C(C(=O)OC)SC(=C2C(=S)C(C)(C)N(C(=O)CC(C)C)c3ccccc32)S1 | -3.7% | 20% | 0% | -1.5% | 3% | -0.2% | 12% | -2% | -2%
Cc1cc(Nc2nc3ccccc3nc2Cl)n(-c2ccccc2C)n1 | 1.3% | -5% | 27% | 1.5% | -6% | -0.1% | 0.0% | -7% | 1%
Cc1cc(C)c(NC(=O)c2ccc[n+](Cc3ccc([N+](=O)[O-])cc3)c2)c(C)c1 | 0.3% | -9% | -8% | -0.7% | -11% | 0.1% | 0.1% | -8% | 3%
O=C(CCNC(=O)C1CCN(S(=O)(=O)c2ccccc2)CC1)NCc1ccncc1 | -5.3% | 14% | -6% | 0.7% | -9% | 0.5% | 0.0% | 13% | -5%
O=C(O)Cc1cn(-c2ccccc2)nc1-c1ccccc1 | 0.9% | 6% | -13% | 1.2% | 3% | -0.3% | 0.7% | 10% | 0%
Nc1ccc2nc(SCC(=O)N3CCOCC3)sc2c1 | . | 9% | -32% | 2.1% | 33%[20 µM] | 0.3% | 1.1% | 4% | .
O=C(NCc1cc(C(F)(F)F)cc(C(F)(F)F)c1)C1CC(c2c(Cl)cccc2Cl)=NO1 (centres undefined) | 0.5% | 8% | -13% | 4.5% | -33% | 0.3% | -0.6% | 11% | -1%
N=C1/C(=C/c2cccn2Cc2ccc(Cl)cc2)C(=O)N=C2SC=CN12 | -5.6% | -7% | -20% | 1.1% | -26% | 0.2% | -0.2% | 3% | 5%
N/C(CN1CCCC1=O)=N\OC(=O)c1ccc(Cl)c(Cl)c1 | 2.7% | -2% | -24% | 1.5% | 5% | -0.2% | -0.9% | -6% | 0%
CCOc1ccccc1N1CCN(C(=O)c2cc(C)oc2C)CC1 | -3.4% | 4% | -23% | -2.1% | -12% | -0.1% | 0.2% | 9% | -3%
CCCCCn1c(N2CCN(Cc3ccccc3)CC2)nc2c1c(=O)[nH]c(=O)n2C | -4.6% | 10% | 18% | -1.6% | -48% | 0.1% | -0.5% | 8% | -1%
CCCCCCCNC1=CC(=O)CC(c2ccccc2)C1 (centres undefined) | 1.6% | -8% | -36% | -0.4% | -30% | 0.9% | ? | -13% | -7%
Cc1cc(-c2ccccc2)cc(-c2ccccc2)[n+]1C | 0.8% | -8% | -30% | 1.2% | 5% | -0.4% | 2.6% | 4% | -3%
CCc1ccc(NCc2nc3ccccc3c(=O)[nH]2)cc1 | -4.9% | -16% | -35% | 1.1% | -29% | -0.3% | -1.0% | 6% | 1%
CCOC(=O)C1(Cc2ccccc2)CCN(Cc2cn[nH]c2-c2ccccc2)CC1 | 0.4% | 1% | -10% | 0.0% | 2% | 0.6% | -1.3% | 3% | -3%
Nc1c(-c2ccccc2)nc(Cl)nc1-c1ccccc1 | 0.3% | 6% | 12% | -1.1% | -8% | 0.0% | -0.3% | 11% | -1%
CCN(CC)S(=O)(=O)c1cccc(NC(=O)CCSc2ccc(Cl)cc2)c1 | 25% | 7% | 9% | 1.1% | -3% | -0.4% | -0.8% | 4% | 1%
CCc1nc(NC(C)C)c2oc3ccccc3c2n1 | -0.5% | 14% | -7% | 2.7% | 15% | -0.3% | 0.5% | 1% | -1%
Other compounds follow:
SMILES | KOR beta-arrestin-1 | GPR35 arrestin U2OS | NOD1 inhibition | HIV peptide binding | KOR beta-arrestin-2 | GPR55 beta-arrestin | West Nile antiviral | GPR55 LPI antagonism | NS5 inhibitors | others
CCn1c(SC(C)C(=O)O)nnc1-c1cccnc1 (centres undefined) | 2.7% | 20% | 15% | -1.7% | 0% | -0.1% | 0.0% | -14% | -4%
CSc1ccc(Cl)c(C(=O)Nc2nccs2)c1 | 7.8% | -6% | -8% | 1.1% | -6% | -0.1% | 0.2% | 8% | -5%
CC(NCCC1(C(C)C)CCOC(C)(C)C1)c1cccs1 (centres undefined) | -0.1% | 16% | -6% | -1.2% | 8% | 0.6% | -0.1% | 10% | 1%
O=C(Nc1cnccn1)c1csc2ccccc12 | -1.9% | -8% | -28% | -1.1% | 15% | -0.2% | 0.4% | 5% | -11%
Cn1ncc([N+](=O)[O-])c1C(=O)Nc1ccc(Cl)cc1 | 5.4% | -13% | -9% | 1.8% | 9% | -0.2% | 0.2% | 3% | -4%
